# Pin1 inh = blocks the human prolyl isomerase Pin1; AID 504891; actives 0.009% (n = 390,000); Potency, µM (highest dose often 115 µM), inactives show top-dose activity, negative = inhibition, most hits filed as inhibitors; Q13526; Pin1 FP peptide displacement, HiFluor488, 10 min; active means well fitted inhibition curve with a large enough effect in the polarisation, with a control signal flat, not every such curve was filed as active; inconclusive means small, poorly fitted or top-dose-only effect, or effect the other way, or a change in a side signal; inactive means no such curve, though single readings can be large or run the other way; the % refers to the polarisation; further: potency means the concentration at half of the fitted maximal effect; on the % scale 0 is the no-effect control and ±100 the full control effect
# JMJD2A Tudor inh = JMJD2A Tudor domain (human) inhibition. O75164. AlphaScreen JMJD2A-Tudor / H3K4me3 peptide binding. Potency, µM (series often up to 114 µM), inactives show at the highest dose activity change, negative = inhibition, usual class: inhibitors. actives 4.4% (n = 390,000); further: potency means the concentration at half of the fitted maximal effect; on the % scale 0 is the no-effect control and ±100 the full control effect; nearly all actives have a fitted effect of over 50% in size
# Target sequence (O75164 whole entry, looked up, the tested form may be a part): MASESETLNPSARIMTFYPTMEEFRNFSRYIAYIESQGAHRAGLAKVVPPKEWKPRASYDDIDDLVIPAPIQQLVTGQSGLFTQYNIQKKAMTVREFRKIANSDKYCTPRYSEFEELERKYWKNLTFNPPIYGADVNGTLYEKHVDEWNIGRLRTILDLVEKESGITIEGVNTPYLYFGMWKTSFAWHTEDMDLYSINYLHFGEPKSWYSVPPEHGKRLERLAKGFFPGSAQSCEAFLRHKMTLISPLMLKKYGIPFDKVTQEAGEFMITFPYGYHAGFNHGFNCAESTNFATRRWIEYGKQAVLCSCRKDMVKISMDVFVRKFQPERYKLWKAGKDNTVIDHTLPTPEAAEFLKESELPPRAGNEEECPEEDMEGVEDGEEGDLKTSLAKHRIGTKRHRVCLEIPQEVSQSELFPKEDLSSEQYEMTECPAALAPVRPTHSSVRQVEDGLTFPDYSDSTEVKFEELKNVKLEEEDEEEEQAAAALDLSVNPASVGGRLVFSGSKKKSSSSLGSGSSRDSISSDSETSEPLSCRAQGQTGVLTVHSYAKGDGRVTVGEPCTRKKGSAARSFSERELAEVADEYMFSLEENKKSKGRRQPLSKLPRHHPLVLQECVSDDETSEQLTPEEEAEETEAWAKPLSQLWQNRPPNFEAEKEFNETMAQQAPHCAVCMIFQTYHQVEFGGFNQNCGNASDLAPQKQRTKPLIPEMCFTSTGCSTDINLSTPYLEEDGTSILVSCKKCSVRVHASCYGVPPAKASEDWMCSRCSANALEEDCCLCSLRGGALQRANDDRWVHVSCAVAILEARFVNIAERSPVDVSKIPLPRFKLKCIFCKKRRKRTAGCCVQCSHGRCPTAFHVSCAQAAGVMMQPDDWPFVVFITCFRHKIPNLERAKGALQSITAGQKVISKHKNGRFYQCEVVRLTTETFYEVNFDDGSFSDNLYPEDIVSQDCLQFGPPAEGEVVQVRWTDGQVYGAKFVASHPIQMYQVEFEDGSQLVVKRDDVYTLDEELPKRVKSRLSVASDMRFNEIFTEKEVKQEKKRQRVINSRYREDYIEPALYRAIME
# ERG-DNA inh = ERG Ets/DNA interaction inhibition; P11308; fluorescence polarization, His-ERG Ets domain / labelled DNA; Potency, µM (top dose mostly 76.9 µM), for inactives: top-dose FP activity, negative = inhibition, usual class: inhibitors; actives 0.028% (n = 370,000); active means well fitted inhibition curve with a large enough effect in the polarisation, with a control signal flat; inconclusive means small, poorly fitted or top-dose-only effect, or effect the other way, or a change in a side signal; inactive means no such curve, though single readings can be large or run the other way; the % refers to the polarisation;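 further: polarization taken with two DNA probes labelled with fluorescein and Texas red; potency means the concentration at half of the fitted maximal effect; % of control where 0% means no effect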
#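 His-tagged ERG Ets domain (1 uM in the protein solution; 300mM KCl, 50mM Tris-HCl, 1mM EDTA, 1mM DTT, pH 7.5) received compound, then a probe mix of 5 nM fluorescein-DNA and 100nM Texas-615-DNA. Fluorescence polarization was read for both dyes.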
# G9a block = blocks human histone lysine methyltransferase G9a; Potency, µM (series often up to 102 µM), inactives show at the highest dose activity, negative = inhibition, most hits filed as inhibitors; actives 8.8% (n = 350,000); Q96KQ7; G9a H3K9 monomethylation, AlphaScreen, 2 h; AID 504332; further: potency means the concentration at half of the fitted maximal effect; on the % scale 0 is the no-effect control and ±100 the full control effect; nearly all actives have a fitted effect of over 75% in size
#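 Step 1: enzyme (final 20 nM) with compound, 15 min RT. Step 2: substrate peptide 500 nM and SAM 20 uM, 2 h RT. Step 3: anti-H3K9me1 antibody and AlphaScreen beads, 10 min, then plate read.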
# PI4K2A inh = blocks human PI4K2A kinase activity | Q9BTU6 | actives 0.13% (n = 420,000) | activity change, negative = inhibition, % at 76.9 µM | purified PI4K2A, ADP-Glo luminescence, 1 h; active compounds read low; in the data active means activity change below about -50%; inconclusive means mostly about -30% to -49%;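 further: -100% = wells without enzyme as full effect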
#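 PI4K2A activity was measured by ADP-Glo luminescence: enzyme (4 ug/mL stock) and phosphatidylinositol (1.2 mM stock) in Tris pH 7.5/MgCl2/EGTA/Triton X-100 buffer were reacted with ATP (300 microM stock) for one hour at ambient temperature.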
# BAZ2B inh = blocks human BAZ2B. Potency, µM (doses to about 114 µM), inactives show at the highest dose activity change, negative = inhibition, most hits filed as inhibitors. AlphaScreen BAZ2B-H3K14Ac peptide displacement. actives 4.4% (n = 360,000). Q9UIF8; further: potency means the concentration at half of the fitted maximal effect; on the % scale 0 is the no-effect control and ±100 the full control effect; nearly all actives have a fitted effect of over 60% in size
#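 Compounds, titrated to a top concentration of 110 uM, were incubated 30 min at room temperature with preformed BAZ2B/acetyl-K14 H3 peptide complex (50 nM each). Proximity signal was measured by AlphaScreen after 20 min with beads.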
# HP1b binding inh = HP1-beta chromodomain-methylated histone interaction inhibition | AlphaScreen HP1-beta / biotin-H3K9me3 peptide binding | Potency, µM (top dose mostly 114 µM), for the others: top-dose activity change, negative = inhibition, most hits filed as inhibitors | actives 0.56% (n = 390,000) | AID 540317; further: potency means the concentration at half of the fitted maximal effect; nearly all actives have a fitted effect of over 70% in size; inactives centre near 23
#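 HP1-beta protein (50 nM final) preincubated 30 min at room temperature with biotinylated H3(1-18)K9me3 peptide (50 nM) in PBS pH 7.4, 0.01% Tween-20, then compound added for 30 min. AlphaScreen streptavidin donor/nickel chelate acceptor beads (10 ug/mL final), 30 min dark, luminescence read.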
# GLS inhibitor = glutaminase GLS (human) inhibition. GLS enzymatic activity, qHTS titration. actives 0.21% (n = 410,000). Potency, µM (titrated, usually from 45.5 µM), inactives show at the highest dose activity change, negative = inhibition, most hits filed as inhibitors; further: potency means the concentration at half of the fitted maximal effect; on the % scale 0 is the no-effect control and ±100 the full control effect
#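 Enzyme dispensed in phosphate buffer (45 mM, pH 8.2, 0.02% Tween-20), compounds pinned in, then 1 mM L-glutamine solution and the glutamate oxidase–HRP–Amplex Red mix added; fluorescence read immediately and again after 30 min at room temperature.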
# Tb PGK inh = T. brucei PGK inhibition; P07378; PGK/GAPDH coupled, Kinase-Glo luminescence, 60 min; Potency, µM (series often up to 57.5 µM), without a hit: top-dose activity change, negative = inhibition, actives largely listed as inhibitors; actives 0.043% (n = 380,000); AID 602233; further: potency means the concentration at half of the fitted maximal effect; on the % scale 0 is the no-effect control and ±100 the full control effect; nearly all actives have a fitted effect of over 60% in size
#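 Recombinant glycosomal PGK reaction used 1,3-bisphosphoglycerate generated in-well by GAPDH (100nM final) in 100mM TEA pH 7.6, 5mM MgCl2, 0.01% Tween-20. After 60 minutes at room temperature, ATP was read by Kinase-Glo Plus luminescence end-point.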
# Active calls of the source: *; i = inactive; ? = inconclusive; nt = no result given; & = joins results of further samples; [ ] = dose if it differs, or a comment. Unless noted, the call rests on the fitted dose curve; in most records, active means well fitted curve in the direction sought with a large enough effect; inconclusive means small, poorly fitted or top-dose-only effect, or another doubt; inactive means no such curve, though single readings can be large; an effect the other way counts as inactive or inconclusive.
SMILES,Pin1 inh,JMJD2A Tudor inh,ERG-DNA inh,G9a block,PI4K2A inh,BAZ2B inh,HP1b binding inh,GLS inhibitor,Tb PGK inh
O=C(N=C1SC2CS(=O)(=O)CC2N1c1ccccc1Cl)C1CCCO1 (stereo unspecified),-9.8%,3.8%,-1.2%,8.7%,4.0,-2.6%,41.6%[activator],-7.8%,-4.1%
Cc1ccc(S(=O)(=O)N2CCC(C(=O)OC(C)C(=O)N3CCOCC3)CC2)cc1 (stereo unspecified),-0.5%,?,-0.6%,-22.2%,-1.7,8.9%,26.4%,0.0%,-10.3%
C=CCN(CC=C)Cc1nc(N)nc(Nc2ccccc2C)n1,3.5%,-28.1%,1.0%,23.4%,4.2,nt,25.2%,-4.4%,-2.3%
Cc1ccc(C)c(N2CCN(C(=O)C(CC(C)C)NS(=O)(=O)c3ccc4nc(C)sc4c3)CC2)c1 (stereo unspecified),13.4%,-24.9%,0.5%,-1.6%[59 µM],0.4,2.9%,47.8%[activator],3.0%,i
CC(=O)Nc1cccc(C(=O)N/N=C/c2ccc(C)o2)c1,2.8%,-12.5%,-2.7%,?,1.9,4.3%,41.7%[activator],-5.4%,-0.2%
Cc1ccccc1-n1c(=O)cc(N2CCc3ccccc32)[nH]c1=O,-4.7%,-17.0%,11.3%,18.8%[59 µM],?,19.8%,21.5%,-4.5%,i
O=C(CN1C(=O)NC2(CCCCC2)C1=O)Nc1ccc(N2CCOCC2)cc1,-6.3%,-19.0%,-2.1%,14.5%[59 µM],-3.5,22.8%,32.6%,25.8%,-4.9%
COc1cccc(COC(=O)C2CCN(S(=O)(=O)c3cccs3)CC2)c1OC,13.4%,14.4%,0.4%,?,-0.1,2.9%,44.8%[activator],4.5%,-2.1%
CCOc1ccc(N(CC(=O)NCc2ccccc2)S(C)(=O)=O)cc1,-3.1%,-0.4%,1.4%,5.3%,-2.6,1.8%,29.5%,10.3%,1.6%
Cc1cccc(OCC(O)Cn2c(=N)n(CCN3CCCCC3)c3ccccc32)c1 (stereo unspecified),-2.5%,-17.8%,-3.3%&-0.5%,?,0.4&-2.4,-28.6%,16.9%&46.8%,4.5%&9.1%,-1.1%&-11.9%
CCN1CCN(S(=O)(=O)c2ccc(Cl)c(C(=O)N(C)C(c3ccccc3)c3ccccc3)c2)CC1,1.9%,-30.5%,15.6%,8.91µM*,-2.8,-38.0%,-1.8%,-4.7%,5.0%
CCOC(=O)CC(=O)CSc1nc2c(sc(=S)n2-c2ccccc2)c(=O)[nH]1,0.8%,-16.7%,-2.6%,-0.1%,-0.5,-3.4%,-0.3%,-0.3%,2.9%
O=C(CC1C(=O)NCCN1C/C=C/c1ccccc1)NCCc1cnccn1 (stereo unspecified),-10.6%,-14.6%,9.5%,nt,7.1,-4.5%,11.4%,3.4%,-2.3%
CCCc1nc(N)c(C#N)c(-c2cccnc2)c1CC,1.7%,-11.3%,0.3%,10.7%,-3.0,12.6%,35.6%[activator],19.8%,3.7%
COc1ccc(NC(=O)CCCNC(=O)c2ccc(Cl)cc2)cc1S(=O)(=O)N1CCOCC1,1.4%,-12.8%,-13.6%,nt,-0.8,nt,20.5%,6.9%,-0.8%
O=S(=O)(NCC(c1ccco1)N1CCN(c2ccc(F)cc2)CC1)c1ccc2c(c1)OCCO2 (stereo unspecified),54.2%[activator],?,4.0%,?,-6.9,-33.5%,-16.4%,10.8%,-5.0%
C[C@@H]1CN([C@@H](C)CO)C(=O)c2cccc(NC(=O)C3CCCCC3)c2O[C@@H]1CN(C)Cc1ccc(Cl)c(Cl)c1,?,?,-6.2%,nt,-3.4,nt,33.5%,5.8%,10.3%
Cc1nnc(SCC(=O)Nc2ccc(Oc3ccccc3)cc2)n1N,-10.6%,-12.5%,6.3%,0.1%[12.7 µM],4.5,3.9%,26.5%,11.6%,i
CCc1ccc(C2NC(=O)c3ccccc3O2)cc1 (stereo unspecified),0.5%,-2.4%,0.4%,-6.5%,12.2,4.4%,8.3%,-1.6%,-8.7%
COc1ccc2nc(N3CCCC3)[nH]c2c1,2.1%,-18.6%,-5.0%,5.62µM*,-3.0,2.8%,26.1%,44.3%[activator],-7.5%

# The list goes on, overlapping the part above by 5 compounds.
SMILES,Pin1 inh,JMJD2A Tudor inh,ERG-DNA inh,G9a block,PI4K2A inh,BAZ2B inh,HP1b binding inh,GLS inhibitor,Tb PGK inh
O=S(=O)(NCC(c1ccco1)N1CCN(c2ccc(F)cc2)CC1)c1ccc2c(c1)OCCO2 (stereo unspecified),54.2%[activator],?,4.0%,?,-6.9,-33.5%,-16.4%,10.8%,-5.0%
C[C@@H]1CN([C@@H](C)CO)C(=O)c2cccc(NC(=O)C3CCCCC3)c2O[C@@H]1CN(C)Cc1ccc(Cl)c(Cl)c1,?,?,-6.2%,nt,-3.4,nt,33.5%,5.8%,10.3%
Cc1nnc(SCC(=O)Nc2ccc(Oc3ccccc3)cc2)n1N,-10.6%,-12.5%,6.3%,0.1%[12.7 µM],4.5,3.9%,26.5%,11.6%,i
CCc1ccc(C2NC(=O)c3ccccc3O2)cc1 (stereo unspecified),0.5%,-2.4%,0.4%,-6.5%,12.2,4.4%,8.3%,-1.6%,-8.7%
COc1ccc2nc(N3CCCC3)[nH]c2c1,2.1%,-18.6%,-5.0%,5.62µM*,-3.0,2.8%,26.1%,44.3%[activator],-7.5%
O=C(Nc1ccc(F)cc1)Nc1nnc(-c2ccncc2)s1,-17.0%,-3.8%,-14.3%,7.7%,-1.4,?,28.8%,3.4%,4.2%
CC(C)CN1CCC(=O)NC1=S,-1.4%,6.9%,1.2%,nt,-6.0,nt,7.0%[57 µM],-6.6%,-0.8%
CS(=O)(=O)c1nc(-c2ccccc2)cc(C(F)(F)F)n1,3.5%,-11.0%,-6.1%,?,12.0,-1.6%,41.6%[activator],4.1%,-3.0%
CC(C)CCn1c(=O)c2sccc2n2c(CCCC(=O)N3CCN(c4ccccn4)CC3)nnc12,1.7%,-8.2%,-19.8%,21.0%,-3.8,-12.2%,62.7%[activator],-6.0%,i
Cc1csc(NC(=O)Cc2ccccc2[N+](=O)[O-])n1,4.2%,0.0%[57.1 µM],-2.4%,-0.2%[59 µM],1.2,-6.2%,34.0%,7.0%,-0.7%
CC1Sc2ccc(C(=O)O)cc2NC1=O (stereo unspecified),-4.5%,-8.7%[57.1 µM],-8.7%,-42.0%,-6.7,-7.5%,27.3%,11.9%,-8.2%
O=C(CSc1nc2[nH]ncc2c(=O)[nH]1)Nc1ccc(Cl)c(Cl)c1,-2.1%,-5.5%,0.7%,8.6%[59 µM],-1.9,-3.3%,30.9%,23.7%,17.9%
COc1ccc(/C=C2\C(=O)NC(=S)N2C(=O)c2ccc(F)cc2)cc1,?,?,54.1%[activator],?,-1.0,56.2µM*,-2.2%,0.2%,?
O=C(CCCCn1c(=O)c2ccccc2n(Cc2ccccc2F)c1=O)NCc1ccccc1Cl,14.3%,-14.0%,12.2%,0.0%[59 µM],1.6,-5.5%,1.6%,-6.3%,-5.8%
Cc1nc2ccccn2c1C(=O)N/N=C/c1ccc(F)cc1,2.3%,-14.6%,3.8%,18.3%,-5.3,7.4%,20.9%,-3.2%,-6.7%
Cc1nc(NCCCn2ccnc2)c2ccccc2n1,1.5%,89.1µM*,-1.4%,-0.8%[59 µM],5.9,-8.6%,20.6%,3.8%,-6.1%
Cc1ccc(NC(=O)CN(C)CC(=O)Nc2ccc(F)c(Cl)c2)cc1,-7.5%,14.1µM*,6.5%,31.6µM*,6.3,50.1µM*,?,6.9%,i
COc1cc(CNCCc2ccccc2)cc(Br)c1OCC(=O)Nc1ccccc1C,-14.9%,?,5.1%,?,1.3,-29.4%,59.1%[activator],1.3%,-0.9%
CC1(OC(=O)CCc2ccccc2)C(=O)C=C2C=C(c3ccc(C#N)cc3)N(C3CCCCC3)C=C2C1=O (stereo unspecified),1.6%,?,-1.0%,-36.3%[59 µM],-6.9,?,-8.0%,-2.7%,-6.9%
CCCC(=O)Nc1c(C)n[nH]c1C,-5.0%,?,4.8%,18.9%,-2.0,-4.1%,-9.4%,2.7%,-1.7%
C[C@H](CO)N1C[C@H](C)[C@@H](CN(C)C(=O)Nc2ccc3c(c2)OCO3)Oc2c(NS(=O)(=O)c3ccccc3)cccc2C1=O,1.1%,-25.7%,-2.8%,nt,-4.7,nt,45.7%[activator],24.0%,2.6%
CC(=O)n1cc([C@@H]2C=C(C(=O)N3CCN(Cc4ccccc4)CC3)O[C@H](OCc3ccc(CO)cc3)C2)c2ccccc21,?,?,7.9%,?,0.0,-31.7%,17.4%,2.1%,-8.9%
COc1cccc(-c2cc(C(=O)Nc3ccc(OC)cc3OC)no2)c1,1.9%,-4.4%,3.2%,4.0%[59 µM],-0.4,-3.8%,33.6%[activator],7.8%,12.7%
O=C(CC(Nc1ccccc1)c1ccccc1)C1CC1 (stereo unspecified),-2.6%,1.4%,7.6%,17.6%,1.7,-1.1%,30.8%,-4.1%,-1.5%
CC(=O)N1CCN(c2ccc(NCc3ccccc3)cc2)CC1,1.9%,?,-2.9%,14.1µM*,-9.5,?,-8.2%,62.8%[activator],-7.9%

# Screening data as filed in PubChem.

# The order is random, and some 11% of all compounds hit somewhere here.
